LDHA inh = blocks human lactate dehydrogenase A | activity change, % (values are at about 110 or 230 µM) | hit rate 0.15% among 480,000 | purified LDHA, NADH/diaphorase-resazurin fluorescence; stronger effect = lower value | P00338; in the data active = activity change below about -30%; inconclusive = mostly about -25% to -30%;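 also: plate controls were DMSO wells for no effect and wells without enzyme for full effect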
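Remaining NADH was detected by diaphorase (0.133 mg/mL) converting 37 µM resazurin to fluorescent resorufin, read at 0 and 20 minutes. The preceding 5-minute room-temperature reaction used 2 nM LDHA, 0.2 mM sodium pyruvate and 0.06 mM NADH at pH 7.4.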
TrxR1 substrate = rat thioredoxin reductase 1 substrate activity; purified TrxR1 substrate turnover, NADPH consumption readout; Potency, µM (series often up to 114 µM), without a hit: at the highest dose activity change, negative = substrate turnover; hit rate 0.01% among 390,000; AID 588456; also: potency is read from the fitted curve at half-maximal effect; % is scaled to controls: 0 for no effect and ±100 for the full control effect; nearly all actives have a fitted effect of over 50% in size
Target sequence (O89049 whole entry, looked up): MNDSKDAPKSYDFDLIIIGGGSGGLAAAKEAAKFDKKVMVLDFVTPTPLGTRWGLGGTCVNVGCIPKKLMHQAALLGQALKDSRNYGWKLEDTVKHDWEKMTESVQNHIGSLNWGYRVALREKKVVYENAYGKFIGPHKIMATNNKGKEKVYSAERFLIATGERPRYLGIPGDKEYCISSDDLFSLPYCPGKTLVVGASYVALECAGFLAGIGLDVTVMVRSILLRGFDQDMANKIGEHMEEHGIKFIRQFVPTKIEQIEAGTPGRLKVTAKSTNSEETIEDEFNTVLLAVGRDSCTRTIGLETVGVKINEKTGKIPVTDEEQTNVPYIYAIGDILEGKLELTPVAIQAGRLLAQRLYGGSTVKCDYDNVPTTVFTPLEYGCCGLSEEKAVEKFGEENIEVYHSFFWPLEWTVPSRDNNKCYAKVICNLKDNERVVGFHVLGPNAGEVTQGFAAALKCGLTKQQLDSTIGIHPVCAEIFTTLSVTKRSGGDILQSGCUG
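Rat TrxR1, dispensed at 90 nM, was prereduced with 400 uM NADPH (final) for 5 min at ~22 deg C, then incubated with compound 15 min before 400 uM selenite. A first-read NADPH fluorescence drop versus no-compound background flagged substrates.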
USP1-UAF1 inh = blocks the human USP1/UAF1 deubiquitinase complex | O94782 | recombinant USP1/UAF1, Ub-Rhodamine cleavage fluorescence | Potency, µM (doses to about 57.1 µM), for inactives: at the top dose activity change, negative = inhibition, most hits filed as inhibitors | hit rate 0.23% among 390,000 | AID 743255; also: potency is read from the fitted curve at half-maximal effect; % is scaled to controls: 0 for no effect and ±100 for the full control effect; nearly all actives have a fitted effect of over 60% in size; inactives centre near -12
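High-throughput fluorogenic screen: 1nM USP1/UAF1 complex, Ub-Rho substrate 150nM final, 50mM HEPES pH 7.8 with 0.5mM EDTA, 0.1 mg/ml BSA, 1mM TCEP and 0.01% Tween-20.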
mIDH1 inhibitor = human IDH1 R132H inhibition; O75874; IDH1-R132H enzyme, NADPH consumption, diaphorase/resazurin fluorescence; Potency, µM (series often up to 76.6 µM), for the others: at the highest dose activity change, negative = inhibition, actives largely listed as inhibitors; hit rate 0.093% among 390,000; AID 602179; also: potency is read from the fitted curve at half-maximal effect; % is scaled to controls: 0 for no effect and ±100 for the full control effect; nearly all actives have a fitted effect of over 65% in size
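IDH1-R132H (0.5 ug/mL dispensed) in pH 7.5 Tris buffer was preincubated 30 min with compound, then given a substrate mix of 0.016 mM NADPH and 2 mM alpha-KG for 80 min at room temperature; remaining NADPH was read by diaphorase/resazurin fluorescence.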
Vif-A3F inh = blocks the Vif interaction with APOBEC3F; HeLa A3F-eYFP + Vif (tagged APOBEC3F with the HIV-1 protein that degrades it), YFP fluorescence increase; hit rate 0.2% among 390,000; Potency, µM (series often up to 46.1 µM), without a hit: at the highest dose activity, negative = active; also: potency is read from the fitted curve at half-maximal effect; % of control where 0% means no effect; nearly all actives have a fitted effect of over 65% in size
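HeLa cells stably expressing Vif plus C-terminally eYFP-tagged A3F were seeded, incubated overnight at 37 deg C, dosed with compound, incubated overnight again at 37 deg C. Yellow fluorescence (Ex 488/Em 500-530) reported blocked Vif-mediated A3F-eYFP degradation.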
RXFP1 agonist = activates the human relaxin receptor RXFP1. Q9HBX9. HEK293T-RXFP1 cAMP TR-FRET, 30 min; response scale: percent of porcine relaxin response, buffer zero. Potency, µM (series often up to 57.5 µM), without a hit: at the top dose activation, usual class: activators. hit rate 0.3% among 370,000; also: potency is read from the fitted curve at half-maximal effect; % is scaled to controls: 0 for no effect and ±100 for the full control effect; nearly all actives have a fitted effect of over 60% in size; many of its hits are not listed in these tables
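cAMP rise read by TR-FRET after 30 min, 37C compound exposure (up to 58 uM) in RXFP1-transfected HEK293 cells with Ro 20174 present. EC50 from Hill-equation fits, with 29 nM porcine relaxin as 100% and buffer as basal.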
Vif-A3G inh = blocks the Vif interaction with human APOBEC3G; HeLa A3G-eYFP + Vif (tagged APOBEC3G with the HIV-1 protein that degrades it), YFP fluorescence, overnight; Q9HC16; hit rate 0.076% among 410,000; AID 602310; Potency, µM (doses to about 46.1 µM), without a hit: at the top dose activity, negative = active, usual class: inhibitors;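 also: potency is read from the fitted curve at half-maximal effect; % is scaled to controls: 0 for no effect and ±100 for the full control effect; nearly all actives have a fitted effect of over 60% in size; hits raise eYFP signal because A3G escapes Vif-driven loss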
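Read-out is eYFP fluorescence (Ex 488/Em 500-530) from Vif-expressing HeLa A3G-eYFP cells; more signal means A3G escaped Vif-mediated degradation. Cells plated overnight, compound pinned in, incubated overnight at 37 deg C.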
PI4K2A block = inhibitors of human PI4K2A. AID 1346378. activity change, negative = inhibition, % at 76.9 µM. hit rate 0.13% among 420,000. purified PI4K2A, ADP-Glo luminescence, 1 h; stronger effect = lower value. Q9BTU6; in the data active = activity change below about -50%; inconclusive = mostly about -30% to -49%;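 also: -100% = wells without enzyme as full effect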
Target sequence (Q9BTU6 whole entry, looked up): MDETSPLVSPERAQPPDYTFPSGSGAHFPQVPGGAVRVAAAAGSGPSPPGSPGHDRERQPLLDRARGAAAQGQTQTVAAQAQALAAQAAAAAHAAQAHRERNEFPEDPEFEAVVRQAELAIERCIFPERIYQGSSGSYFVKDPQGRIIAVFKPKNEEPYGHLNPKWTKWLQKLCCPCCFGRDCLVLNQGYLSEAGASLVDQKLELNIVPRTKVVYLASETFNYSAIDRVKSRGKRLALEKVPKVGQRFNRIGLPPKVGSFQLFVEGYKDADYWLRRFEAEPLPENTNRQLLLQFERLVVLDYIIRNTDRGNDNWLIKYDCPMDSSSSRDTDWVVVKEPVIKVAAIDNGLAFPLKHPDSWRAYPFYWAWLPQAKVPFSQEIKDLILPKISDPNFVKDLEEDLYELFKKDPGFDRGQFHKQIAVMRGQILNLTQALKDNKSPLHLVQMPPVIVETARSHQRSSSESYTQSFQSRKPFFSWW
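ADP-Glo luminescence measured ADP generated by PI4K2A enzyme (4 ug/mL before mixing) with 1.2 mM PI substrate (pre-mix) and 300 microM ATP (pre-mix). Tris pH7.5 buffer with MgCl2, Triton X-100; 1 h reaction at ambient temperature.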
Glioma ERSR ind = ER stress response induction in glioma; U87-MG GRP78 promoter luciferase reporter, 16 h; Potency, µM, for the others: at the highest dose activation, usual class: activators; hit rate 0.02% among 420,000; AID 602332; also: potency is read from the fitted curve at half-maximal effect; series mostly up to about 76 µM; % of control where 0% means no effect; nearly all actives have a fitted effect of over 35% in size
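ERSR induction read as luciferase luminescence (Bright-Glo, 10 min at room temperature) in stably transfected human U87-MG glioma cells exposed to compounds for 16 h, using GRP78 as sensor.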
Starred values were filed as active, the others as inactive; ? = inconclusive; . = not tested or not shown; & = joins results of further samples; [ ] = another dose, or the depositor's remark. Unless noted, calls follow the shape of the dose curve; as a rule, active = well fitted curve in the direction sought with a large enough effect; inconclusive = small, poorly fitted or top-dose-only effect, or another doubt; inactive = no such curve, though single readings can be large; an effect the other way counts as inactive or inconclusive. This is a subset. The share of hits here may be higher or lower than overall.

SMILES,LDHA inh,TrxR1 substrate,USP1-UAF1 inh,mIDH1 inhibitor,Vif-A3F inh,RXFP1 agonist,Vif-A3G inh,PI4K2A block,Glioma ERSR ind
Nc1cc(Cl)ccc1N1CCOCC1,12.9,-9.8%,5.3%,-4.6%,-1.4%,-0.7%,0.0%,-6.1,-1.6%
CCc1nc(-c2ccccc2)c2ccccn12,-1.4,5.0%[57.1 µM],3.1%,0.2%,-12.7%,-0.9%,0.9%,-7.9,-5.6%
COC(=O)Cn1c(CN2CCOCC2)nc2c1c(=O)[nH]c(=O)n2C,-2.8,1.1%,2.8%,11.2%,2.3%,0.0%,3.7%,-9.0,-4.4%
CN(C)CCC(c1ccc(Cl)cc1)c1ccccn1 (stereo not drawn),-6.6&-6.5,-0.1%[57.1 µM],-16.6%&-30.1%,0.2%&-1.1%,7.6%&-1.2%,-0.3%&0.2%&0.5%,-1.7%&-0.6%,-0.3&6.9&4.1,-4.7%&-0.2%&-2.8%&-1.8%
CCOc1ccc(S(=O)(=O)c2cn(CC)c3ccc(F)cc3c2=O)cc1,-16.3,-3.4%,-10.0%,-5.7%,4.2%,-0.9%,-6.1%,-1.2,-2.7%
CCC(C)c1ccc(NC(=O)C2CCN(c3ncccn3)CC2)cc1 (stereo not drawn),4.0,5.7%,-12.6%,4.7%,-3.6%,2.4%,-6.3%,2.6,1.1%
COc1ccc(CNC(=O)COC(=O)c2cc(C)nc3ccccc23)cc1,-7.0,-14.3%,-5.0%,-7.0%,1.9%,.,-0.5%,4.1,-5.1%
CCCC(C)C(=O)Nc1ccc(S(N)(=O)=O)cc1 (stereo not drawn),-14.1,5.6%,-19.7%,-3.5%,5.0%,-1.8%,-3.6%,-7.7,-2.3%
CCOC(=O)C1=C(C)NC(=O)CC1c1cc2c(cc1Br)OCO2 (stereo not drawn),2.0,-4.2%,-15.9%,3.6%,-4.5%,2.5%,-3.1%,-0.1,-1.1%
COc1cccc(/C=c2\s/c(=C/C(=O)c3ccc(C)cc3)[nH]c2=O)c1OC,-3.0,-10.3%,-16.7%,5.7%,?,2.0%,-12.8%,0.7,-0.9%
O=C(CCC(=O)c1cccs1)NCC(c1ccc(F)cc1)N1CCOCC1 (stereo not drawn),-2.5,-4.2%,-12.4%,-0.1%,-4.3%,-0.3%,-1.7%,2.6,-5.5%
CCN(C(=O)CSc1nc2ccc(Cl)cc2[nH]1)C1CCS(=O)(=O)C1 (stereo not drawn),10.3,6.7%[57.1 µM],-14.8%,-2.7%,7.7%,.,-4.3%,2.1,-1.6%
CCCCNC(=O)COC(=O)CCC(=O)c1cccs1,-7.0,12.9%,-11.4%,8.8%,5.6%,0.0%,-1.5%,4.3,-2.7%
COc1ccccc1NS(=O)(=O)c1ccc(C(=O)N2CCN(c3ccccn3)CC2)cc1,-7.0,-16.4%,-12.4%,0.1%,-15.9%,.,1.9%,4.1,-6.4%
CCOc1ccc(-c2nn3c(-c4cc(-c5ccccc5)n[nH]4)nnc3s2)cc1,-5.3&2.2,-2.8%&7.4%,.,.,.,.,-0.1%&4.0%,.,-3.4%&-0.4%
c1ccc2nc3c(nc2c1)[nH]c1ccccc13,-3.0,-2.4%,-14.4%,-5.1%,?,-0.4%,?,-0.2,-5.1%
O=C(CN1c2cccc3cccc(c23)S1(=O)=O)N1CCCCC1,5.8,19.0%,-17.8%,-1.4%,-3.2%,.,0.1%,1.1,2.6%
CCOC(=O)[C@H]1[C@H]2COc3ccc(Br)cc3[C@@H]2N2C(=O)N(c3ccccc3)C(=O)[C@@]12C,-1.7,-9.9%,-15.4%,-7.7%,1.1%,.,-3.7%,2.5,-4.7%
Cc1cccc(N2CCN(C(=O)C3CCN(S(=O)(=O)c4ccc5c(c4)oc(=O)n5C)CC3)CC2)c1C,-6.1,-8.5%,-10.8%,-0.7%,-1.8%,-1.3%,3.7%,-1.2,-0.7%
COC(=O)c1cccc(NC(=O)Cn2cnc3c2c(=O)n(C)c(=O)n3C)c1,-3.9,10.2%,-3.8%,6.6%,2.8%,16.4%,0.9%,-3.5,-1.4%
Cc1ccc(C(CC(=O)c2ccc(Cl)cc2)C(=O)O)cc1 (stereo not drawn),-0.6,9.0%,-21.6%,-2.0%,-22.5%,0.3%,-9.1%,0.1,-4.1%
COc1ccc(-n2c(C)cc(-c3cn4cccc(C)c4n3)c2C)cc1,3.6,-0.2%,-14.1%,2.3%,3.3%,2.8%,-5.9%,-0.7,0.6%
Cc1c(C(=O)C(=O)NCC2CCCO2)c2ccccc2n1C (stereo not drawn),-7.7,2.7%[57.1 µM],-12.4%,-4.4%,-14.8%,1.9%,-2.5%,8.5,-3.2%
Cc1ccc(Oc2ncc(CN3CC(C)OC(C)C3)s2)cc1 (stereo not drawn),-2.1,4.7%[57.1 µM],-4.6%,4.8%,0.8%,0.3%,0.4%,4.2,-2.2%
O=C(C1CC1)N(CCN(C(=O)C1CC1)c1ccccc1)c1ccccc1,-2.9,-9.8%,-3.1%,1.8%,5.4%,-1.6%,0.3%,-9.8,-1.0%
O=C(CSc1nnc(-c2ccccn2)n1-c1ccccc1)Nc1ccc2c(c1)OCO2,-2.3,-8.2%,-2.5%,7.3%,-0.3%,5.5%,-14.2%,8.2,-6.9%
CCOC(=O)c1[nH]c2ccccc2c1NC(=O)c1ccc(Br)o1,-1.0,6.5%,?,2.7%,-3.2%,0.5%,-9.1%,-9.6,-2.9%
CCCCC(O)(CCCC)C(=O)NN(C(=O)CCl)c1ccccc1,-9.0,11.7%[57.1 µM],-13.1%,0.9%,-7.2%,-0.3%,-8.9%,20.9,-12.9%
O=C(Oc1ccccc1)N(c1ccccc1)c1ccccc1,-3.8,9.4%,-17.0%,8.8%,-5.0%,-0.9%,0.4%,-8.0,-2.1%
O=C(CS(=O)CC(=O)Nc1ccccc1-c1ccccc1)Nc1ccc(F)cc1 (stereo not drawn),0.0,-4.1%,-21.5%,-4.5%,-1.2%,0.1%,0.1%,-2.2,-2.5%
COc1ccccc1CN1C[C@@H]2C[C@@H](C3=Cc4cccc(OC)c4OC3)N3CCC[C@@]23C1=O,-4.4,0.7%[57.1 µM],?,-2.0%,4.0%,-0.7%,7.0%,3.1,-6.0%
COc1ccc(CC(=O)NC(C)c2nnc(SCC(=O)Nc3ccccc3F)n2C)cc1 (stereo not drawn),-7.3,6.8%[57.1 µM],-6.9%,-1.7%,4.6%,-1.1%,0.8%,2.8,0.3%
CC1=C(C(=O)Nc2ccccc2F)C(c2ccsc2)C2=C(CC(c3ccccc3)CC2=O)N1 (stereo not drawn),5.0,57.1%,-19.0%,4.0%,-12.4%,3.9%,-10.4%,-1.9,-0.8%
CN1C[C@@H]2C(c3ccc(Cl)nc3)C3(c4ccccc4)CC2(C3)[C@H]1c1ccccc1 (stereo partly drawn),-1.5,-1.0%,-15.5%,19.9%,-3.3%,-3.8%,2.2%,-1.9,-4.2%
C=C(C)CSc1nc2ccccc2[nH]1,-5.8,-10.2%,-6.2%,-0.2%,1.3%,3.2%,0.8%,2.7,1.7%
c1ccc2c(c1)nc1n2CN(Cc2ccc3c(c2)OCO3)CN1,-2.3,4.7%[57.1 µM],-3.6%,15.8%,4.5%,0.0%,0.5%,2.3,-3.4%
COc1ccc(C(CC(=O)N2CCN(c3ccccc3)CC2)c2c(OC)cc(OC)c3ccc(=O)oc23)cc1 (stereo not drawn),-15.5,2.2%,-15.4%,2.6%,2.0%,-1.7%,-1.4%&-13.0%,1.1,-2.0%&-4.1%

Another view of 2 compounds above.
Each structure is followed by: LDHA inh, TrxR1 substrate, USP1-UAF1 inh, mIDH1 inhibitor, Vif-A3F inh, RXFP1 agonist, Vif-A3G inh, PI4K2A block, Glioma ERSR ind
CN1C[C@@H]2C(c3ccc(Cl)nc3)C3(c4ccccc4)CC2(C3)[C@H]1c1ccccc1 (stereo partly drawn)
→ -1.5, -1.0%, -15.5%, 19.9%, -3.3%, -3.8%, 2.2%, -1.9, -4.2%
C=C(C)CSc1nc2ccccc2[nH]1
→ -5.8, -10.2%, -6.2%, -0.2%, 1.3%, 3.2%, 0.8%, 2.7, 1.7%

Screening results (PubChem BioAssay)
